# A549 tox = counter-screen for Nrf2 inhibitors: cytotoxicity in A549 cells. Potency, µM (highest dose often 46 µM), for the others: top-dose activity change, negative = cytotoxicity, actives largely listed as inhibitors. A549 ARE-Fluc cells, CellTiter-Fluor viability, 18-24 h. actives 0.16% (n = 390,000); further: potency means the concentration at half of the fitted maximal effect; on the % scale 0 is the no-effect control and ±100 the full control effect
#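 A549 ARE_Fluc cells in 5% FBS OPTI-MEM were exposed to compounds in concentration-response for 18-24 h at 37 deg C. Viability was read by CellTiter-Fluor fluorescence (Ex 405/Em 525) after 30 min, before the luciferase read.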
# S2 tox = viability counter-screen for ATXN expression inhibitors. actives 0.49% (n = 400,000). S2 cells (HEK-293 line with an ATXN2-luciferase reporter) viability, CellTiter-Fluor protease fluorescence, 24 h. AID 651635. Potency, µM (highest dose often 56.7 µM), most hits filed as cytotoxic; further: potency means the concentration at half of the fitted maximal effect; nearly all actives have a fitted effect of over 40% in size
# HepG2 tox = kills HepG2 cells in TGF-b inhibitor counter-screen; Potency, µM (doses to about 46.1 µM), without a hit: at the top dose activity change, negative = cytotoxicity, usual class: cytotoxic; actives 0.76% (n = 410,000); HepG2 CAGA-GFP viability, ATP luminescence, 18 h; AID 588856; further: potency means the concentration at half of the fitted maximal effect; some results filed as inactive show a strong effect at the top dose
#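 HepG2 CAGA-GFP cells (1000/well, DMEM with 1% FBS) received compound, then TGF-beta at 500 pg/mL final, and were incubated 18 hours at 37 degrees C. Viability was read by CellTiter-Glo luminescence. Media-only wells were set as complete cell-killing and DMSO as no toxicity.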
# MCF10A rereplic = DNA re-replication induction in MCF 10a cells. MCF 10A DNA re-replication, Hoechst nuclear intensity, 48 h. Potency, µM (titrated, usually from 46.1 µM), for the others: top-dose activity, positive = re-replication, most hits filed as activators. actives 2.9% (n = 350,000); further: potency means the concentration at half of the fitted maximal effect; % of control where 0% means no effect; nearly all actives have a fitted effect of over 50% in size
# Nrf2 ARE act = activates Nrf2 signaling; AREc32 ARE-luciferase reporter (MCF7-derived line), luminescence, 24 h; Potency, µM (titrated, usually from 46.1 µM), for inactives: top-dose activation, hits mostly activators; actives 0.31% (n = 410,000); further: potency means the concentration at half of the fitted maximal effect; % of control where 0% means no effect; nearly all actives have a fitted effect of over 65% in size
#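 Reporter line AREc32 (ARE-Fluc), seeded overnight in OPTI-MEM with 5% FBS; compound pin-transferred, 24 hr at 37 deg C, 5% CO2; luminescent read-out.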
# TGFb SMAD3 inh = inhibitors of TGF-b signaling; HepG2 CAGA-GFP TGF-b/SMAD3 reporter, GFP fluorescence, 18 h; TGF-beta stimulated, 500 pg/mL final; Potency, µM (highest dose often 46.1 µM), without a hit: top-dose activity, negative = inhibition, usual class: inhibitors; actives 1.2% (n = 410,000); further: potency means the concentration at half of the fitted maximal effect; on the % scale 0 is the no-effect control and ±100 the full control effect; nearly all actives have a fitted effect of over 65% in size
#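 HEPG2 CAGA-GFP cells (1000/well, DMEM with 1% FBS) were pre-incubated 2 h at 37 degrees C, given compound by pin tool, then stimulated with TGF-beta at 500 pg/mL final for 18 h before per-cell GFP fluorescence imaging.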
# ATXN2 expr inh = reduces ATXN2 reporter expression in HEK-293 cells. HEK-293 ATXN2-luciferase reporter, luminescence, 24 h. Potency, µM (titrated, usually from 57 µM), inactives show at the top dose activity change, negative = inhibition, hits mostly inhibitors. actives 0.72% (n = 360,000). AID 1745845; further: potency means the concentration at half of the fitted maximal effect; on the % scale 0 is the no-effect control and ±100 the full control effect; nearly all actives have a fitted effect of over 55% in size
#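 qHTS (up to 57 uM final) was run with 24 h compound exposure of reporter cells at 37 °C. Each well was multiplexed: SteadyGlo luminescence measured ATXN2-luciferase expression after a fluorogenic Gly-Phe-AFC viability readout (25 uM final).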
# IL-1B inflam inh = inhibitors of inflammasome signaling (IL-1 beta secretion); THP-1 LPS/ATP IL-1B secretion, AlphaLISA, 16 h; stronger effect = lower value; activity change, % at 57.5 µM; actives 4.7% (n = 360,000); in the data active means activity change below about -50%; inconclusive means mostly about -30% to -49%; further: on the % scale 0 is the no-effect control and ±100 the full control effect
#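 THP-1 cells pretreated 1 hr with compounds (up to 57.5 uM final), then stimulated with LPS (250 ng/mL final) plus ATP (1.25 mM final); secreted IL-1B measured by AlphaLISA after 16 hr, decreased signal indicating inhibition.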
# Nrf2 inh = blocks Nrf2 signaling | A549 ARE-Fluc reporter, luciferase luminescence, 18-24 h | actives 2.1% (n = 360,000) | Potency, µM (series often up to 46 µM), inactives show at the highest dose activity change, negative = inhibition, most hits filed as inhibitors; further: potency means the concentration at half of the fitted maximal effect; on the % scale 0 is the no-effect control and ±100 the full control effect; nearly all actives have a fitted effect of over 60% in size
#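 Quantitative HTS in A549 cells stably bearing an antioxidant response element-firefly luciferase construct. Inhibition of Nrf2-driven transcription was scored by luminescence after 18-24 h of compound exposure at 37 °C.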
# * marks the source's active call; other numbers are inactive results; i = inactive; ? = inconclusive; / = no result given; [ ] = remark or other dose. Unless noted, the call rests on the fitted dose curve; in most records, active means well fitted curve in the direction sought with a large enough effect; inconclusive means small, poorly fitted or top-dose-only effect, or another doubt; inactive means no such curve, though single readings can be large; an effect the other way counts as inactive or inconclusive.
1	COc1cccc(CNC(=O)Cc2c(C(=O)O)c(C)cn2C)c1
2	O=C(Nc1ccc(C2CC2(Cl)Cl)cc1)c1cccc([N+](=O)[O-])c1 (stereo not given)
3	O=C(Cc1ccccc1)NCCCN1CCN(CCCNC(=O)Cc2ccccc2)CC1
4	CCCCN(C(=O)CCC(=O)Nc1cc(C)on1)C(C(=O)NC1CCCC1)c1cccc(OC)c1 (stereo not given)
5	CC1CCCCC12NC(=O)N(CC(=O)NC(=O)NCc1ccco1)C2=O (stereo not given)
6	Cc1ccc(-c2nc(SCC(=O)c3c(N)n(C)c(=O)n(C)c3=O)n[nH]2)cc1
7	CC(=O)N1CCC(N(C(=O)Nc2ccc(Cl)cc2)C(C)C)CC1
8	O=C(CC1C(=O)NCCN1C(=O)Nc1ccc(F)cc1)Nc1ccc(F)cc1 (stereo not given)
entry no.,1,2,3,4,5,6,7,8
A549 tox,9%,?,6%,0%,-16%,4%,13%,1%
S2 tox,i,i,i,i,i,i,i,/
HepG2 tox,1%,-7%,-10%,-17%,4%,-37%,19%,7%
MCF10A rereplic,/,3%,-3%,8%,1%,?,1%,-2%
Nrf2 ARE act,0.2%,7.4%,0.3%,-0.6%,0.0%,-1.2%,6.2%,2.2%
TGFb SMAD3 inh,1%,16µM*,-8%,-18%,-6%,-8%,13%,-23%
ATXN2 expr inh,11%,27%,15%,8%,2%,/,/,-5%
IL-1B inflam inh,/,-90*,24,12,11,16,-13,?
Nrf2 inh,/,?,0%,-4%,-8%,-7%,0%,?

9	C/C=C(\C)C(=O)NCCN1C2=NC[C@H](Cc3ccccc3)N2C[C@@H]1Cc1ccc(OC)cc1
10	NC(=O)Nc1ccccc1C(=O)N1CCC(O)(c2ccc(Cl)cc2)CC1
11	CSc1cccc(NC(=O)C2CCN(c3nc4ccccc4[nH]3)CC2)c1
12	O=C(Nc1ccc(Cl)c(S(=O)(=O)N2CCOCC2)c1)c1cc(-c2ccccn2)nc2ccccc12
13	O=S(=O)(NCCNc1ncc(C(F)(F)F)cc1Cl)C(F)(F)F
14	Cc1[nH]c2ccccc2c1C(=O)COc1ccccc1
15	CCOc1ccc(OCC(=O)Nc2cc(Cl)ccc2-n2cncn2)cc1
16	CCc1ccccc1NC(=O)CCCN1C(=O)CCn2nc(-c3cn(C)c4ccccc34)cc21
entry no.,9,10,11,12,13,14,15,16
A549 tox,2%,-4%,-3%,-6%,?,2%,/,-18%
S2 tox,i,i,/,i,i,i,i,i
HepG2 tox,-18%,0%,-35%,-9%,-24%,-11%,-2%,-40%
MCF10A rereplic,19%,0%,/,14%,?,-5%,/,/
Nrf2 ARE act,0.5%,0.1%,4.4%,2.8%,7.3%,2.9%,3.6%,0.3%
TGFb SMAD3 inh,-7%,-3%,?,3%,?,2%,-15%,-27%
ATXN2 expr inh,-12%,0%,/,-7%,-11%[11.3 µM],21%,/,-12%
IL-1B inflam inh,?,-2,/,?,-55*,16,-13,/
Nrf2 inh,25%,2%,/,?,?,10%,/,/

17	CCOc1ccc(NC(=O)c2oc3ccccc3c2NC(=O)c2c(F)cccc2F)cc1
18	Cc1ccc(S(=O)(=O)Nc2nc(-c3ccccc3)cs2)cc1
19	CCOc1ccccc1NC(=O)CCC(=O)Nc1nnc(C2CCCCC2)s1
20	O=C(Nc1ccn(CCCNCc2ccccc2)c(=O)n1)OCc1ccccc1
21	Cc1ccc(-c2nnn(CC(=O)N(c3ccc(F)cc3)C(C(=O)NC(C)(C)C)c3ccco3)n2)o1 (stereo not given)
22	COc1ccccc1C(=O)NCc1ccc2c(c1)CCN2C(=O)c1cccc(C)c1
23	CCOc1cc(C2C(C(=O)Nc3ccccc3)=C(C)Nc3ncnn32)cc(Br)c1O (stereo not given)
24	COc1ccc(C(=O)NCC(=O)N/N=C/c2cn[nH]c2-c2ccccc2)cc1
entry no.,17,18,19,20,21,22,23,24
A549 tox,0%,3%,4%,1%,-1%,2%,-1%,0%
S2 tox,i,i,i,i,i,/,i,i
HepG2 tox,-4%,10%,4%,1%,13%,-2%,4%,2%
MCF10A rereplic,/,-1%,3%,0%,14%,/,/,0%
Nrf2 ARE act,-0.2%,0.0%,0.1%,0.5%,-0.1%,-0.6%,0.2%,0.7%
TGFb SMAD3 inh,0%,-10%,-5%,?,0%,1%,3%,-13%
ATXN2 expr inh,5%,-14%,-10%,-15%,0%,/,12%,26%
IL-1B inflam inh,/,17,48,5,21,/,/,-23
Nrf2 inh,-7%,-4%,?,-5%,0%,/,/,10%

# Random excerpt: four records from the list.
24	COc1ccc(C(=O)NCC(=O)N/N=C/c2cn[nH]c2-c2ccccc2)cc1
23	CCOc1cc(C2C(C(=O)Nc3ccccc3)=C(C)Nc3ncnn32)cc(Br)c1O (stereo not given)
22	COc1ccccc1C(=O)NCc1ccc2c(c1)CCN2C(=O)c1cccc(C)c1
20	O=C(Nc1ccn(CCCNCc2ccccc2)c(=O)n1)OCc1ccccc1
entry no.,24,23,22,20
A549 tox,0%,-1%,2%,1%
S2 tox,i,i,/,i
HepG2 tox,2%,4%,-2%,1%
MCF10A rereplic,0%,/,/,0%
Nrf2 ARE act,0.7%,0.2%,-0.6%,0.5%
TGFb SMAD3 inh,-13%,3%,1%,?
ATXN2 expr inh,26%,12%,/,-15%
IL-1B inflam inh,-23,/,/,5
Nrf2 inh,10%,/,/,-5%

# (further entries)
25	O=C(Nc1ccc(S(=O)(=O)N2CCCCC2)cc1)c1cccnc1Cl
26	CSc1nnc(NC(=O)c2nc(S(=O)(=O)Cc3cccc(C)c3)ncc2Cl)s1
27	Cc1cc(=O)n(Cc2ccccc2)c2c(C)cccc12
28	Cc1ccccc1C(=O)NNC(=O)c1cc(S(=O)(=O)N2CCOCC2)ccc1C
29	COc1ccc(C2CC(c3cccs3)n3nc(N)nc3N2)cc1 (stereo not given)
30	O=C1NC(=O)N(C2CCCCC2)CC1Br (stereo not given)
31	Cc1cc(C(=O)NCC(C)(C)N2CCOCC2)c(C)o1
32	CCCCNC(=O)CSc1nc(Cc2ccccc2)nc2ccccc12
entry no.,25,26,27,28,29,30,31,32
A549 tox,7%,-26%,2%,2%,3%,-2%,9%,1%
S2 tox,i,22µM*,i,i,i,i,i,?
HepG2 tox,6%,-76%,4%,1%,-5%,6%,-6%,-2%
MCF10A rereplic,-15%,2.1µM*,11%,8%,?,-29%,6%,?
Nrf2 ARE act,3.0%,?,8.6%,-0.9%,3.2%,0.0%,-0.4%,12%
TGFb SMAD3 inh,0%,?,30%[activator],0%,15%,-6%,11%,-4%
ATXN2 expr inh,2%,28µM*,31%[activator],1%,6%,0%,-13%,42%[activator]
IL-1B inflam inh,-12,-102*,44,-10,-59*,-1,0,-2
Nrf2 inh,2%,?,3%,?,-23%,0%,-2%,-24%

33	C=CCn1c(N2CCN(c3ccc(OC)cc3)CC2)nc2c1c(=O)[nH]c(=O)n2C
34	COc1ccc(C2=NN(C(=O)CCC(=O)O)C(c3ccccc3OC)C2)cc1 (stereo not given)
35	O=C(NCC1CCCO1)c1ccc(Cl)c(S(=O)(=O)N2CCOCC2)c1 (stereo not given)
36	CC(C)c1nnc(NC(=O)CCC(=O)N2CCN(c3ccccn3)CC2)s1
37	CCc1ccc(C(=O)Nc2cccnc2Oc2ccc(Cl)cc2)cc1
38	CC(=O)Nc1ccc(-c2nnc(SCC(=O)n3c4c(c5ccccc53)CCCC4)n2C)cc1
39	Cc1noc(C)c1NC(=O)Nc1cccc2c1O[C@H](CN(C)S(=O)(=O)c1c(C)noc1C)[C@@H](C)CN([C@H](C)CO)C2=O
40	CC(=O)N1CC(C)Oc2ccc(S(=O)(=O)NC(CC(=O)O)c3ccccc3)cc21 (stereo not given)
entry no.,33,34,35,36,37,38,39,40
A549 tox,-3%,-8%,0%,-6%,2%,9%,-7%,-1%
S2 tox,i,i,i,i,i,i,i,i
HepG2 tox,-15%,-2%,28%,5%,-72%,-3%,3%,8%
MCF10A rereplic,7%,?,-3%,2%,9%,4%,1%,/
Nrf2 ARE act,-0.4%,0.1%[9.22 µM],-0.2%,-0.3%,-0.9%,-0.7%,-0.7%,0.1%
TGFb SMAD3 inh,-4%,2%,23%,10%,-11%,-3%,9%,7%
ATXN2 expr inh,-23%,22%,-3%,1%,26%,2%,6%,8%
IL-1B inflam inh,44,30,-8,27,?,0,2,18
Nrf2 inh,?,-16%,4%,16%,?,18%,13%,-2%

41	COc1ccc(C(=O)NCCn2cc(SCC(=O)NCCc3ccc(OC)c(OC)c3)c3ccccc32)cc1
42	Nc1ccc2ccccc2c1[N+](=O)[O-]
43	Cc1noc(C)c1COc1cccc(C(=O)NCc2cccc(Cl)c2)c1
44	CN(C)CCCNC(=O)c1ccc(-c2ccccc2)cc1
45	COc1ccc(Cl)cc1NC(=O)CN(C)C(=O)c1ccc(C)s1
46	COc1ccc(CNC(=O)CSc2ccsc2[N+](=O)[O-])cc1
47	O=C(COc1ccc(Cl)cc1)OCc1csc(Nc2ccccc2)n1
48	O=C(CCn1c(=O)c2ccccc2n(Cc2ccccc2)c1=O)NCc1ccc2c(c1)OCO2
49	COc1ccc(C(=O)NN2CCOCC2)cc1[N+](=O)[O-]
entry no.,41,42,43,44,45,46,47,48,49
A549 tox,-14%,-10%,-11%,10%,-4%,-3%,-1%,-3%,0%
S2 tox,?,?,i,i,i,i,i,i,i
HepG2 tox,-11%,2%,-82%,9%,-7%,0%,8%,-19%,-17%
MCF10A rereplic,/,-1%,12%,-1%,0%,10%,2%,-2%,-25%
Nrf2 ARE act,5.6%,-0.2%,-0.2%,2.0%,18%,11%,0.5%,-0.7%,-0.5%
TGFb SMAD3 inh,-27%,27%,-1%,29%,2%,-3%,-4%,-7%,6%
ATXN2 expr inh,-14%,-21%,0%,-13%,39%,68%[activator],1%,-7%,-2%
IL-1B inflam inh,/,-30,0,-1,23,-59*,32,15,?
Nrf2 inh,-12%,-22%,?,/,0%,?,-3%,5%,-7%

# Screening results deposited in PubChem by National Center for Advancing Translational Sciences (NCATS).

# Compounds as they come; about 8.8% have a hit in one of these screens.
